M1 PAM parental – nonselective activator or artifact in parental CHO-K1 calcium assay; hit rate 0.02% among 360,000; activation, % at 3 µM; ATP EC20, Fluo-8 calcium fluorescence; 0% at ATP EC20, 100% at ATP max;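 active means activation above the run cutoff, the mean activation of all test compounds plus 3 SD, cut at about 40% in these data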;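 further: peak over basal fluorescence ratio in a 140 s read after ATP addition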
TAAR1 ag – agonists of human TAAR1 | Q96RJ0 | CHO RD-HGA16 TAAR1, Fluo-8 calcium fluorescence; vehicle wells 0%, saturating PEA agonist 100% | activation, % at 3 µM | hit rate 0.99% among 360,000 | AID 624467;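 active means activation above the mean activation of all test compounds in the run plus 3 SD, cut at about 38% in these data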
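System: CHO-derived RD-HGA16 cells with stable Gα16 and human TAAR1. Times: 17-24 h plating, Fluo-8 75 min 37 °C, 30 min RT. Measured by: calcium-sensitive Fluo-8 signal, excitation 470-495, emission 515-575 nm. Read-out basis: % activation relative to PEA EC100 response. Control set: DMSO and PEA EC100. Repeats: no replicates (n 1).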
CRFBP-R2 agonist – CRF-BP/CRF-R2 complex agonism; HEK293 CRF-R2/CRF-BP, calcium dye fluorescence (FLIPR); percent of saturating CRF peptide response; activation, % at 13.2 µM; hit rate 0.46% among 350,000; AID 588473;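 active means activation of at least 50%, plus an integration ratio under a set limit after plate pattern correction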;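 further: plate controls were neutral control wells without compound for no effect and CRF at EC100 for full effect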
CHRM5 agonist – agonists of human muscarinic M5 receptor (CHRM5); P08912; CHO-K1 hM5 cells, Fluo-8 calcium fluorescence; 0% DMSO wells, 100% maximal acetylcholine response; activation, % at 3 µM; hit rate 0.19% among 360,000; AID 624037;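 active means activation above the run's mean over test compounds plus 3 SD, cut at about 23% in these data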;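 further: signal is peak over basal fluorescence ratio across the kinetic read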
Target sequence (P08912 whole entry, looked up): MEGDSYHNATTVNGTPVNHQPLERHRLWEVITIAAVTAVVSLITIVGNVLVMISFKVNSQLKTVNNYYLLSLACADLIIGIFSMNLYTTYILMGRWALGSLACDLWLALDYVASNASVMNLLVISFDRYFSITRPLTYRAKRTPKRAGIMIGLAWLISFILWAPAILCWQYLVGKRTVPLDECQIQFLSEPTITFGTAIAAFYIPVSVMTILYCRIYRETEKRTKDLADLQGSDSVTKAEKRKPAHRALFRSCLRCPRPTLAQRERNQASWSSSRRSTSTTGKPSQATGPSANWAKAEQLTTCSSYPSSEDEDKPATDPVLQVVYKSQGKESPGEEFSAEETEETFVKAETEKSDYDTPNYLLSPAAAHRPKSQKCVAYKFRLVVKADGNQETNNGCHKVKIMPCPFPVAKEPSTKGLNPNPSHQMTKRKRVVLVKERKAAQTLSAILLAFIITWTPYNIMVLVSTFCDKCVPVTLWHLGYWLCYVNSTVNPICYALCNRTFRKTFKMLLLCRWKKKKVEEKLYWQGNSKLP
M4 PAM – potentiates acetylcholine response at human M4 receptor | CHO-K1 hM4/Gqi5, Fluo-8 calcium fluorescence, ACh EC20; 0% = ACh EC20, 100% = maximal ACh | AID 624126 | activation, % at 3 µM | hit rate 0.4% among 360,000 | P08173;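 active means activation above its plate's cutoff, the mean activation of sample wells plus 3 SD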; further: some results filed as inactive read as strong as hits
Target sequence (P08173 whole entry, looked up): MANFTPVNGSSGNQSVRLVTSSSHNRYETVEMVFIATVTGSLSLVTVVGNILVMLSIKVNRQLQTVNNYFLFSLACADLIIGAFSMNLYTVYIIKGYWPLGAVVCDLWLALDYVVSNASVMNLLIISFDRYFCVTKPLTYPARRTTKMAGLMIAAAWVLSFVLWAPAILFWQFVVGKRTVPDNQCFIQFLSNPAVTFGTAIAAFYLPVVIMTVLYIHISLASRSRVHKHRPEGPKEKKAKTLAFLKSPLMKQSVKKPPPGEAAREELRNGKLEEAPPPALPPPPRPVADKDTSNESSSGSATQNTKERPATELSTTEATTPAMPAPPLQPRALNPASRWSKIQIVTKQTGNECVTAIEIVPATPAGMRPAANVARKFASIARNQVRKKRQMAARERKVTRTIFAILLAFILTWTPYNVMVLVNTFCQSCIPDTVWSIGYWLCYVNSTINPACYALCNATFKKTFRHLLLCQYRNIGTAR
M5 antag – blocks acetylcholine activation of human M5 receptor; P08912; AID 624040; CHO-hM5 cells, Fluo-8 calcium fluorescence, ACh EC80; hit rate 0.59% among 360,000; inhibition, % at 3 µM;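 active means inhibition above a per-plate cutoff, the mean of that plate's test compounds plus 3 SD, cut at about 27% in these data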;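 further: 0% = acetylcholine EC80 with DMSO and 100% = DMSO without agonist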
CHRM5 PAM – positive allosteric modulators of human muscarinic M5 receptor | P08912 | CHO-K1 hM5, Fluo-8 calcium, ACh EC20 PAM; 0% = ACh EC20, 100% = ACh EC100 | hit rate 0.3% among 360,000 | AID 624038 | activation, % at 3 µM;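 active means activation above the run cutoff, the mean activation of all test compounds plus 3 SD, cut at about 18% in these data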
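Assay system – human M5 receptor in CHO-K1 cells · Read-out – % activation, ACh-normalized · Technique – Fluo-8 calcium fluorescence · Dosing – single-point, 3 µM nominal · Incubation – Fluo-8 loading 80 min at 37 °C plus 30 min room temperature · Repeats – singlicate, one well per test compound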
CRFBP-R2 block – antagonists of CRF-binding protein/CRF-R2 receptor complex. HEK293 CRF-R2/CRF-BP, CRF-induced calcium fluorescence. inhibition, % at 11.8 µM. hit rate 0.59% among 350,000. AID 588475;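 active means inhibition of the ligand-induced calcium signal above about 50% at the single tested concentration, limit read from the data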
TAAR1 antagonist – antagonists of human TAAR1. hit rate 1.5% among 360,000. AID 624466. Q96RJ0. CHO RD-HGA16 TAAR1, Fluo-8 calcium fluorescence, antagonist. inhibition, % at 3 µM;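 active means inhibition above a per-plate cutoff, the mean inhibition of test compounds on that plate plus 3 SD, cut at about 49% in these data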;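 further: 0% = DMSO plus EC80 beta-PEA response and 100% = DMSO alone without agonist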
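Material: RD-HGA16 CHO cells with stable hTAAR1 and Gα16; Dosing: single nominal final test compound concentration of 3 µM; Schedule: seeding 17-24 h prior, 75-min 37 °C, 30-min RT dye loading; Detection: kinetic Fluo-8 calcium fluorescence measurement; Measure: % inhibition from peak post-agonist over basal fluorescence ratio; Benchmarks: vehicle and agonist controls.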
Numbers without * were called inactive; nt = not tested or not shown. An unsorted share of the library (roughly 4.2% active in at least one column).

SMILES	M1 PAM parental	TAAR1 ag	CRFBP-R2 agonist	CHRM5 agonist	M4 PAM	M5 antag	CHRM5 PAM	CRFBP-R2 block	TAAR1 antagonist
CC1CCCCN1C(=O)COC(=O)c1ccc(=O)n(Cc2ccccc2)n1 (centres undefined)	0	4	0.7	1	1	-1	8	-9	-41
CC1CN=C(Nc2cccc(S(=O)(=O)N(C)C)c2)S1 (centres undefined)	17	1	0.7	-2	-3	4	1	1	3
O=C(Nc1ccc2c(c1)nc1n2CCN(C2CCCCC2)C1)c1ccco1	1	3	-3.0	2	-1	-3	8	-4	-6
COCCN(C(=O)c1cc(CN2C(=O)c3ccccc3C2=O)ccc1OC)c1c(N)n(CC(C)C)c(=O)[nH]c1=O	16	3	0.3	3	1	0	10	0	8
O=C(CSc1nnc(Cc2ccccc2)n1C1CCCCC1)N1CCOCC1	18	3	0.0	2	-3	-3	3	-9	-12
CCc1cc(C(=O)c2ccc(OC)cc2)c(NC(=O)CN2CCCC2)s1	7	-1	2.1	-3	-10	0	6	-8	-67
CC(C)Oc1ccccc1-c1cc(C(=O)N/N=C/c2cccnc2)c2ccccc2n1	10	9	-1.2	3	-9	4	-5	-15	50*
Cc1ccc2nc(C)cc(C(=O)N/N=C/c3ccncc3)c2c1	0	1	0.8	-5	7	4	-4	3	-14
COC(=O)C1=C(N)Oc2cc(C)n(CCCn3ccnc3)c(=O)c2C1c1ccc(Cl)cc1 (centres undefined)	14	1	-0.4	-7	-5	5	-7	0	-33
CC1CCc2c(sc(NC(=O)c3ccco3)c2C(=O)O)C1 (centres undefined)	2	-6	0.2	-2	4	2	5	14	-11
CC1=CC2=NC(=O)/C(=C\c3cc(C)n(-c4ccccc4)c3C)C(=N)N2O1	17	5	-1.7	-2	8	-2	1	-54	3
CCC(=O)Nc1nnc(C)s1	18	7	0.5	1	16	-6	6	2	-10

Entries of single compounds as entered above:
Results for CCc1cc(C(=O)c2ccc(OC)cc2)c(NC(=O)CN2CCCC2)s1 = M1 PAM parental = 7; TAAR1 ag = -1; CRFBP-R2 agonist = 2.1; CHRM5 agonist = -3; M4 PAM = -10; M5 antag = 0; CHRM5 PAM = 6; CRFBP-R2 block = -8; TAAR1 antagonist = -67
Results for CC1CN=C(Nc2cccc(S(=O)(=O)N(C)C)c2)S1 (centres undefined) = M1 PAM parental = 17; TAAR1 ag = 1; CRFBP-R2 agonist = 0.7; CHRM5 agonist = -2; M4 PAM = -3; M5 antag = 4; CHRM5 PAM = 1; CRFBP-R2 block = 1; TAAR1 antagonist = 3
Results for CC1=CC2=NC(=O)/C(=C\c3cc(C)n(-c4ccccc4)c3C)C(=N)N2O1 = M1 PAM parental = 17; TAAR1 ag = 5; CRFBP-R2 agonist = -1.7; CHRM5 agonist = -2; M4 PAM = 8; M5 antag = -2; CHRM5 PAM = 1; CRFBP-R2 block = -54; TAAR1 antagonist = 3

The list goes on.
SMILES	M1 PAM parental	TAAR1 ag	CRFBP-R2 agonist	CHRM5 agonist	M4 PAM	M5 antag	CHRM5 PAM	CRFBP-R2 block	TAAR1 antagonist
O=C(CCNC(=O)N1CC(=O)Nc2ccccc21)NCc1ccccc1Cl	-1	3	0.8	0	5	-3	0	7	-12
O=C1CC(c2ccccc2F)C2=C(COC2=O)N1 (centres undefined)	-15	4	-0.4	-1	2	-10	8	-33	0
Cc1cc(O)c(CN2CCN(S(=O)(=O)c3cccs3)CC2)cc1C(C)C	14	2	1.0	-3	-9	13	-5	-4	40
COc1ccc(NC(=O)Cc2coc3cc(C)ccc23)cn1	22	2	-1.3	-1	-1	2	-6	-5	9
C=CCn1c(=O)c2c3c(sc2n2c(Nc4ccccc4)nnc12)CCCC3	-2	4	-0.6	-1	3	-5	7	-16	-20
COCCCNC(=O)C1CCC(=O)N(c2ccc3c(c2)OCO3)C1c1ccc(OC)cc1 (centres undefined)	2	4	-1.7	-1	-4	7	-2	12	1
Cc1ccc(N2CCN(S(=O)(=O)c3nnc(NC(=O)c4ccco4)s3)CC2)cc1	4	-1	-5.4	5	-2	10	-13	7	-6
Cc1ccccc1Cn1nc(C)c(NC(=O)c2cc(-c3cccs3)on2)c1C	13	nt	2.4	-4	-10	-1	-2	57*	nt
CC1CCC2(CC1)NC(=O)N(CC(=O)NCc1ccc(Cl)cc1)C2=O (centres undefined)	1	-1	-0.7	-3	8	-6	13	-25	-19
CCc1ccccc1NC(=O)c1noc(C(C)C)c1[N+](=O)[O-]	18	4	-3.0	-6	5	-1	-3	5	-18
O=C(CSc1ncccn1)N(Cc1cccnc1)C(CCc1ccccc1)c1nc2ccccc2[nH]1 (centres undefined)	7	4	nt	0	-9	4	-1	nt	4
COc1ccccc1Nc1nc(-c2cccc(N3C(=O)c4ccccc4C3=O)c2)cs1	10	4	0.6	-3	0	4	-6	-31	10
Cc1ccc(Nc2nnc(SCC(=O)Nc3cccnc3Cl)s2)cc1C	-10	1	-2.5	-1	-6	2	-7	-30	2
CNC(C)C(=O)NC(C(=O)N1CCCC1C(=O)Nc1ccc2[nH]ccc2c1)C(C)C (centres undefined)	22	1	nt	-1	5	-4	5	nt	1
CC(=O)Nc1ccc(C(=O)N2CCCC(c3cc(C(=O)Nc4ccccc4Cl)no3)C2)cc1 (centres undefined)	17	12	nt	4	-4	2	-2	nt	-5
O=C(Cc1c(O)c2ccccc2[nH]c1=O)NCc1ccccc1	15	nt	5.9	-8	6	-3	6	-25	nt
COc1ccc(C2CC(c3ccccc3)=NN2C(=O)CSc2nccc(=O)[nH]2)cc1 (centres undefined)	13	3	4.0	0	22	-11	6	-31	-2
COc1ccc(OC)c(CNC(=O)C2CCCN(S(=O)(=O)N3CCC(C)CC3)C2)c1 (centres undefined)	15	0	-3.0	-3	5	-10	-3	5	-21
Nc1c2c(nc3sc4c(c13)CCCC4)CCCCCC2	-5	1	-2.5	-6	-14	9	-7	3	-11
C[C@H](CO)N1C[C@H](C)[C@@H](CN(C)S(=O)(=O)c2ccc(F)cc2)Oc2ccc(NC(=O)Nc3ccc(C(F)(F)F)cc3)cc2C1=O	11	4	3.3	3	12	-1	5	5	-9
COc1cc(OC)cc(-c2noc(-c3csc([C@H]4C[C@H](O)[C@@H](CO)O4)n3)n2)c1	25	4	nt	0	-2	3	-1	nt	-11
COc1cc(OC)cc(-c2c(Sc3ccccc3)c3cc(-c4ccc(OC)c(OC)c4)ccc3n2C)c1	10	0	nt	2	-4	0	-6	nt	16
Cc1[nH]c2ccccc2c1/C=N\NC(=O)CNc1ccc2c(c1)OCO2	-7	1	-1.5	-1	2	2	-2	4	10
CC(C)Oc1cccc(C(=O)C2CCCN(C(=O)c3ccnn3C)C2)c1 (centres undefined)	-1	1	-0.2	-1	-5	3	-3	3	5

The final 2 entries of the section before open the next one.
SMILES	M1 PAM parental	TAAR1 ag	CRFBP-R2 agonist	CHRM5 agonist	M4 PAM	M5 antag	CHRM5 PAM	CRFBP-R2 block	TAAR1 antagonist
Cc1[nH]c2ccccc2c1/C=N\NC(=O)CNc1ccc2c(c1)OCO2	-7	1	-1.5	-1	2	2	-2	4	10
CC(C)Oc1cccc(C(=O)C2CCCN(C(=O)c3ccnn3C)C2)c1 (centres undefined)	-1	1	-0.2	-1	-5	3	-3	3	5
COc1cccc(-c2ncc3ccccc3c2COC(=O)N2CCCCC2)c1	8	12	-1.6	-5	-1	1	-1	-12	37
C#CCOCCOCCOCCNc1nc(N2CCN(C(=O)C([C@@H](C)CC)n3cc(C(N)CC(C)C)nn3)CC2)nc(N2CCN(C(=O)[C@H](CCC(=O)O)n3cc(C(N)Cc4ccc(O)cc4)nn3)CC2)n1 (some centres undefined)	-2	nt	0.0	-2	7	5	8	9	nt
Cc1nc2sc(C(c3cccc(F)c3)N3CCC(C)CC3)c(O)n2n1 (centres undefined)	-5	5	1.5	-3	-4	9	-24	-2	8
CCOc1ccc2cc(S(=O)(=O)N3CCN(C)CC3)ccc2c1	-5	-1	-0.9	-6	15*	2	2	-4	-14
CCN(CC)S(=O)(=O)c1cc(C(=O)O)ccc1Cl	14	7	-0.3	4	0	3	-3	4	0
CCN(CC(=O)Nc1c(F)cccc1F)C(=O)CCNC(=O)c1ccccc1OC	-9	3	0.1	1	-3	7	-1	8	-11
CC1Cc2ccccc2N1C(=O)COC(=O)c1ccc(N(C)C)cc1 (centres undefined)	-6	5	-0.9	-1	-2	3	-3	-6	-13
Clc1ccc(-c2cn3cccnc3n2)cc1Cl	10	1	4.0	0	2	7	-5	-1	-10
CN(CC(=O)Nc1ccc(F)cc1)C(=O)COC(=O)C1CCN(c2ccc(C(F)(F)F)cn2)CC1	-4	4	0.1	-1	2	4	-1	-4	17
CSc1nnc2c3cc(C)ccc3n(Cc3ccccc3)c2n1	-3	9	0.5	0	10	16	6	18	-19
COc1ccc(N2CCN(CC(=O)Nc3nnc(-c4ccccc4)s3)CC2)cc1	13	6	0.0	4	0	10	-8	-8	4
O=C(CNc1ccc(F)cc1F)NC(=O)NCc1ccco1	9	3	2.2	-1	4	-7	5	15	-18
COC(=O)C(C(=O)OC)c1ccc(N)cc1	6	7	-0.4	-3	-8	1	-4	-2	-29
CCCCOC(=O)CSc1nnc(-c2ccc(Cl)cc2Cl)o1	22	12	0.1	-4	2	-9	5	-4	11
COC(=O)c1ccccc1S(=O)(=O)NNC(=O)Nc1ccccc1	23	2	-0.2	-2	3	1	1	-8	5
c1ccc(C2COC(c3cccs3)=N2)cc1 (centres undefined)	-1	7	-0.7	1	-4	-6	1	-10	17

Compound activity deposited in PubChem BioAssay by several laboratories.
